High-throughput results: PubChem, National Center for Advancing Translational Sciences (NCATS)
MBNL1-CUG inh – qHTS Assay for Inhibitors of MBNL1-poly(CUG) RNA binding; 280,000 compounds, 0.036% hits; AID 2675, 2010; Muscleblind-like protein 1 (Homo sapiens), Q9NR56; TR-FRET MBNL1-His/biotin-(CUG)12 binding, 665/545 ratio; Potency, µM (highest dose often 57.5 µM), for inactives: top-dose activity change, negative = inhibition, actives largely listed as inhibitors; active = well fitted inhibition curve with a large enough effect in the signal ratio, with a control signal flat, not every such curve was filed as active; inconclusive = small, poorly fitted or top-dose-only effect, or effect the other way, or a change in a side signal; inactive = no such curve, though single readings can be large or run the other way; the % refers to the signal ratio; note: potency is the fitted concentration of half-maximal effect; % is set by controls: 0 for no effect and ±100 for the full control effect
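MBNL1-His + Biotin-(CUG)12, cpd titration 92 nM–58 uM; Tb anti-His Ab 0.055 ng/ul, SA-XL665 5 nM (final); 60 min RT; ratiometric 665/545 nm, Ex 340 nm; normalized to buffer and full-complex controls.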
KCNH2 3.1 inh – qHTS for Inhibitors of KCHN2 3.1: Mutant qHTS; 340,000 compounds, 0.95% hits; U2OS KCNH2 3.1, thallium flux FluxOr; stronger effect = lower value; Potassium voltage-gated channel subfamily H member 2, brain isoform KCNH2 3.1 (human); activity change, % (tested at about 1.8 µM);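 active = maximum activity change below -70%; inconclusive = maximum activity change from -70% to -50%; inactive = maximum activity change above -50%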;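 note: thallium influx rate constant from kinetic fluorescence after stimulation buffer; % is set by controls: 0 for no effect and ±100 for the full control effect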
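Thallium flux read-out: FluxOr dye with Red40 quencher in HBSS/HEPES, 45 min at RT. Rate constants from kinetic reads were normalized to positive and negative DMSO controls. Cells: U2OS virally expressing the 3.1 isoform.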
TRPV1 ag – HTS Assay for Compounds that Act as Agonists of the Vanilloid Receptor 1 | Transient receptor potential cation channel subfamily V member 1 (Homo sapiens), Q8NER1 | TRPV1-expressing cells, Fluo-8 calcium influx, agonist mode | activation, % at 8.33 µM | 320,000 compounds, 0.19% hits; in the data active = activation above about 80%; inconclusive = between about 30% and that limit; note: 0% is about no effect
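TRPV1-expressing cells were cultured overnight at 35.5C and loaded with Fluo-8 calcium dye for 40 to 90 min at room temperature. After a 10 s baseline, compound was added and calcium influx was read kinetically for 3 min (ex 480/em 520 nm).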
hERG WT inh – qHTS for Inhibitors of KCHN2 3.1: Wildtype qHTS; Voltage-gated inwardly rectifying potassium channel KCNH2 (Homo sapiens), Q12809; 340,000 compounds, 0.37% hits; activity change, % at 1.84 µM; U2OS, BacMam KCNH2, thallium flux FluxOr; stronger effect = lower value; AID 720551, 2013;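 active = maximum activity change below -70%; inconclusive = maximum activity change between -70% and -50%; inactive = maximum activity change above -50%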; note: % is set by controls: 0 for no effect and ±100 for the full control effect
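U2OS cells transduced with wild-type KCNH2 virus are loaded with FluxOr dye for 45 min, and thallium flux is measured in kinetic reads before and after stimulation buffer. Rate constants are normalized to DMSO controls.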
Integrin act MD – qHTS for Activators of Integrin-Mediated Alleviation for Muscular Dystrophy; AID 624291, 2012; Potency, µM (top dose mostly 38.3 µM), for inactives: at the top dose activation, usual class: activators; 350,000 compounds, 0.064% hits; alpha7betagal myoblasts, beta-gal FDG fluorescence, 48 h;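 note: potency is the fitted concentration of half-maximal effect; 100% = response of the positive control SU9516; nearly all actives have a fitted effect of over 60% in size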
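alpha7betagal+/- myoblasts (passage 13, 250/well) treated 48 h at 37C with compounds at 1:260 dilution of DMSO stock. Lysed, then beta-galactosidase activity read as FDG fluorescence (ex 480/em 540) after 30 min, with pre-read for autofluorescence.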
AT treatment – qHTS Assay for Identifying a Potential Treatment of Ataxia-Telangiectasia; […] A-T fibroblasts, KAP-1 phosphorylation AlphaLISA; neocarzinostatin DNA damage 30 min before lysis; Potency, µM (series often up to 57.5 µM), for inactives: top-dose activation, hits mostly activators; 320,000 compounds, 0.19% hits; AID 485349, 2010; note: potency is the fitted concentration of half-maximal effect; % of control where 0% means no effect; nearly all actives have a fitted effect of over 45% in size
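ATM-like activity read as KAP-1 phosphorylation via AlphaLISA donor/acceptor antibody pairs after lysis and 6 hr at 25C. Cells were ATM-null patient fibroblasts ([…], hTERT), dosed 60 min, then exposed to the DSB inducer NCS for 30 min.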
MLL CXXC-DNA inh – qHTS Fluorescence Polarization Assay for Inhibitors of MLL CXXC domain - DNA interaction. Histone-lysine N-methyltransferase 2A (Homo sapiens), Q03164. MLL-CXXC / FITC-HOXA9 DNA fluorescence polarization. 290,000 compounds, 0.037% hits. AID 2662, 2010. Potency, µM (top dose mostly 115 µM), inactives show top-dose activity change, negative = inhibition, most hits filed as inhibitors; active = well fitted inhibition curve with a large enough effect in the polarisation, with a control signal flat, not every such curve was filed as active; inconclusive = small, poorly fitted or top-dose-only effect, or effect the other way, or a change in a side signal; inactive = no such curve, though single readings can be large or run the other way; the % refers to the polarisation; note: potency is the fitted concentration of half-maximal effect
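Steps: dispense CXXC domain solution (7 uM) → pin compounds or unlabeled HOX-A9 DNA control → 5 min ambient → add FLSN-HOX-A9 solution (50 nM) → spin → 30 min ambient → fluorescence polarization. Tris pH 7.5/NaCl/DTT/BSA buffer.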
ASM inhibitor – Inhibitors of Secretory Acid Sphingomyelinase (S-ASM): qHTS. Potency, µM (top dose mostly 57.5 µM), without a hit: at the highest dose activity change, negative = inhibition, actives largely listed as inhibitors. 340,000 compounds, 0.006% hits. placental ASM, HMU-PC fluorogenic substrate, 60 min. Sphingomyelin phosphodiesterase (Homo sapiens), P17405. AID 504937, 2011; note: potency is the fitted concentration of half-maximal effect
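HMU-PC0 cleavage (9 uM final) by human placental ASM, 60 min at 37 °C following 10 min compound exposure at RT; stopped at pH 10, fluorescence Ex 386/Em 447 nm.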
Coupling enz – qHTS Assay for Inhibitors of Fructose-1,6-bisphosphate Aldolase from Giardia Lamblia: Coupling assay counterscreen. activity change, negative = inhibition, % at 58.2 µM, hits read low. 290,000 compounds, 0.67% hits. coupling enzyme system counterscreen, AmpLite Red fluorescence. AID 2472, 2010; in the data active = activity change below about -30%; note: % is set by controls: 0 for no effect and ±100 for the full control effect
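Final compound at 57.5 uM, incubated 10 min at RT with coupling enzyme reagent (glyceraldehyde-3-phosphate), then 20 min with substrate and AmpLite Red detection. Fluorescence read at 525/598 nm; tests interference with the coupling assay, not aldolase inhibition.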
GALK inh – qHTS Assay for Inhibitors of Human Galactokinase (GALK); P51570; Purified GALK, Kinase-Glo residual ATP luminescence; Potency, µM (titrated, usually from 57.5 µM), for inactives: at the top dose activity change, negative = inhibition, most hits filed as inhibitors; 270,000 compounds, 0.007% hits; AID 1868, 2009; note: potency is the fitted concentration of half-maximal effect; % is set by controls: 0 for no effect and ±100 for the full control effect
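Compounds were pin-transferred into ATP buffer (35 uM final), then GALK plus galactose (5 nM, 100 uM final) was added. After 1 h at room temperature, Kinase-Glo Plus was added and luminescence read after 10 min.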
Active calls of the source: *; ? = inconclusive; . = no result given; [ ] = dose if it differs, or a comment. Unless noted, calls come from the whole dose curve; as a rule, active = well fitted curve in the direction sought with a large enough effect; inconclusive = small, poorly fitted or top-dose-only effect, or another doubt; inactive = no such curve, though single readings can be large; an effect the other way counts as inactive or inconclusive.

SMILES	MBNL1-CUG inh	KCNH2 3.1 inh	TRPV1 ag	hERG WT inh	Integrin act MD	AT treatment	MLL CXXC-DNA inh	ASM inhibitor	Coupling enz	GALK inh
CCOc1ccc(Nc2n[nH]c(=S)s2)cc1	-4%	-2	-2	7	23%	-2%	20%	3%	1	-4%
CCCCn1c(=O)[nH]c(=O)c2c1nc(CN(C)Cc1cccc(OC)c1OC)n2CCC	-5%	-13	7	37	-33%[inhibitor]	-2%	11%	3%	1	-4%
Cc1cc(S(=O)(=O)N2CCOCC2)ccc1OCC(=O)Nc1ccccc1F	-1%	-5	0	-12	-12%	-4%	30%[activator]	-4%	2	-2%
CS(=O)(=O)N1CCN(C(=O)c2c(F)cccc2F)CC1	-6%	-1	-3	-6	13%	1%	-9%	5%	-5	2%
COc1ccc(NC2CCCN(C(=O)CCn3cccn3)C2)cc1 (configuration not stated)	-2%	2	20	5	-7%	7%	6%	-2%	.	0%
COc1ccc(N(CC(=O)NC2CCCCC2)S(=O)(=O)c2cccs2)cc1	.	-2	.	-4	-12%	12%	.	5%	.	.
O=C(O)c1cccc(-c2ccc(/C=C3/SC(=Nc4ccccc4)N(Cc4cccnc4)C3=O)o2)c1	1%	-2	21	4	2%	30%	-10%	-11%	6	2%
CC1(C)Cc2c(C#N)c(SCCC#N)nc(N3CCOCC3)c2CO1	-6%	2	12	-3	-5%	-1%	1%	1%	7	.
O=S(=O)(NCCC1=CCCCC1)c1cccc2nsnc12	?	-7	14	5	10%	.	-2%	0%	8	1%
CN(CC(=O)NC(=O)Nc1ccccc1F)Cc1ccccc1	.	3	?	11	-5%	11%	.	0%	.	.
COc1cc(/C=N/NC(=O)CCC(=O)NC2CCCCC2)ccc1C	5%	-5	-3	-9	27%	-13%	8%	2%	1	1%
Cc1nn2c(COc3ccc(NC(=O)c4ccccc4)cc3)nnc2c2ccccc12	-3%	-3	-4	-4	-17%	0%	-5%	-3%	1	0%
CCOC(=O)NC(Nc1nnc(SCC)s1)(C(F)(F)F)C(F)(F)F	-6%	11	-1	4	0%	1%	-13%	1%	4	-3%
COC(=O)c1cccc(NC(=S)N2CCN(c3ccccc3F)CC2)c1	2%	-18	?	-2	-24%	2%	8%	0%	1	3%
Nc1nnc(SCC(=O)NCc2ccc3c(c2)OCO3)s1	-4%	-2	0	1	-22%	4%	1%	4%	0	-3%
COc1cc(/C=N/NC(=O)C(N)=O)cc(OC)c1O	?	-11	0	23	15%	-3%	?	-5%	0	-1%
CCN(CC)C(=O)C1CCCN(c2ccc([N+](=O)[O-])cc2/C=N/NC(=O)c2ccccc2)C1 (configuration not stated)	20%	8	-4	-5	-7%	1%	24%	-2%	4	1%
CCOC(=O)C1=C(COC(=O)c2ccc(Cl)nc2)NC(=O)NC1C (configuration not stated)	.	-27	.	-11	12%	.	.	0%	.	.
Cc1ccc(N2C(=O)SC(N(CC(=O)O)c3cccc(C)c3)C2=O)cc1 (configuration not stated)	12%	-12	2	-13	3%	3%	-5%	6%	7	6%
CCC(C)N(C(=O)Cn1nnc2ccccc21)C(C(=O)NCc1ccco1)c1cccc(OC)c1 (configuration not stated)	-2%	-25	7	2	36%	0%	-13%	-4%	3	0%

Compounds above that contain a COOH group:
SMILES	MBNL1-CUG inh	KCNH2 3.1 inh	TRPV1 ag	hERG WT inh	Integrin act MD	AT treatment	MLL CXXC-DNA inh	ASM inhibitor	Coupling enz	GALK inh
O=C(O)c1cccc(-c2ccc(/C=C3/SC(=Nc4ccccc4)N(Cc4cccnc4)C3=O)o2)c1	1%	-2	21	4	2%	30%	-10%	-11%	6	2%
Cc1ccc(N2C(=O)SC(N(CC(=O)O)c3cccc(C)c3)C2=O)cc1 (configuration not stated)	12%	-12	2	-13	3%	3%	-5%	6%	7	6%

Returning to the listing; the two compounds before the break are reprinted first.
SMILES	MBNL1-CUG inh	KCNH2 3.1 inh	TRPV1 ag	hERG WT inh	Integrin act MD	AT treatment	MLL CXXC-DNA inh	ASM inhibitor	Coupling enz	GALK inh
Cc1ccc(N2C(=O)SC(N(CC(=O)O)c3cccc(C)c3)C2=O)cc1 (configuration not stated)	12%	-12	2	-13	3%	3%	-5%	6%	7	6%
CCC(C)N(C(=O)Cn1nnc2ccccc21)C(C(=O)NCc1ccco1)c1cccc(OC)c1 (configuration not stated)	-2%	-25	7	2	36%	0%	-13%	-4%	3	0%
COc1cc(C(=O)OCCCN=C2NS(=O)(=O)c3ccccc32)cc(OC)c1OC	1%	8	1	-8	-13%	-1%	-1%	-1%	-2	1%
O=C(CSc1nc2cc([N+](=O)[O-])ccc2n1-c1ccc(F)cc1)NC1CCS(=O)(=O)C1 (configuration not stated)	.	2	0	-7	-3%	-5%	-2%	236%[activator]	0	-3%
CCN(CC)C(=O)c1ccc(CS(=O)(=O)c2ccc(Br)cc2)cc1	2%	2	-1	-7	1%	-2%	-8%	0%	-3	-3%
CCc1nnc(NC(=O)/C=C/c2ccc(C)o2)s1	.	-29	-2	1	-8%	-1%	?	1%	4	1%
CCC(C)NC(=O)CCn1c(=O)c2cccn2c2ccc(F)cc21 (configuration not stated)	-1%	-5	3	4	-33%	9%	-2%	-5%	6	5%
COc1ccc2cc(CN(CC3CCCO3)S(=O)(=O)c3ccc(C(C)=O)cc3)c(=O)[nH]c2c1 (configuration not stated)	13%	-6	5	-8	-23%	0%	-7%	2%	7	2%
Cc1ccc2c(c1)N(C(=O)CCC(=O)NCc1cccc(F)c1)CCO2	14%	23	8	3	6%	7%	.	7%	5	.
O=C(O)CNC(=O)C(c1ccccc1)c1ccccc1	-15%	5	-3	-6	25%	-3%	1%	-4%	4	2%
COc1cccc(CNC(=O)Cc2ccc(NC3=NC4CS(=O)(=O)CC4S3)cc2)c1 (configuration not stated)	-1%	-23	-2	-6	-3%	3%	.	2%	4	.
Cc1ccc(C)c(C(=O)CN2C(=O)NC3(CCCCCCC3)C2=O)c1	-2%	-12	0	-5	0%	1%	-1%	-2%	2	-1%
CCOC(=O)C1CCN(CCC(=O)Nc2ccc(C)c(C)c2)CC1	2%	5	2	56	-3%	-3%	7%	5%	1	-1%
Cc1ccccc1Cn1ccc(NC(=O)c2cnn3c(C(F)(F)F)cc(-c4ccco4)nc23)n1	8%	-10	-6	1	2%	-9%	6%	-16%	-1	-1%
COc1ccc(OC)c(Cc2nnc(CCC(=O)NCc3ccsc3)o2)c1	6%	3	1	-10	18%	3%	3%	1%	3	0%
CC12CCC(=O)N1C(C(=O)Nc1nc(-c3ccc(F)c(F)c3)cs1)CS2 (configuration not stated)	.	-7	9	-21	-17%	1%	.	-1%	.	.
O=C(NCCCN1CCCC1=O)c1cccc(NS(=O)(=O)c2ccc(Br)cc2)c1	.	0	0	-10	7%	-9%	.	.	.	.
CCOc1ccc(-n2c(SCC(=O)Nc3ccccc3C)n[nH]c2=O)cc1	-6%	3	-4	-10	3%	5%	-2%	3%	2	-1%
COc1ccc([C@@H]2C[C@H]3CN(c4ccccc4)C(=O)[C@]34CCCN24)c(OC)c1OC	-4%	7	-1	2	0%	-1%	-1%	9%	-1	2%
CC1(c2cccc(Br)c2)NC(=O)N(CC(=O)Nc2ccc(S(N)(=O)=O)cc2)C1=O (configuration not stated)	-8%	-17	1	-9	22%	3%	-10%	1%	8	5%
CCOP(=O)(OCC)C(Nc1cccc([N+](=O)[O-])c1)c1ccccc1 (configuration not stated)	8%	7	12	3	-4%	4%	0%	0%	1	0%
Nc1ncnc2c(C3OC(CO)C(O)C3O)scc12 (configuration not stated)	.	-15	.	5	?	.	.	100%[activator]	.	.
Cc1noc(C)c1CSCC(=O)N(C)CC(=O)Nc1ccc(F)cc1	.	21	3	-7	14%	0%	.	-1%	.	.
